NPYLR7 agonist = activates Aedes aegypti NPYLR7 receptor | 0.15% of 270,000 active | HEK293T NPYLR7/Galpha15, GCaMP6s calcium fluorescence | activation, % at 10 µM; in the data active = activation above about 40%;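 also: 0% = vehicle and 100% = reference agonist at the receptor; some compounds past the cut are filed as inactive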
hcGAS lum = blocks human cGAS activity; Q8N884; recombinant h-cGAS, ATP depletion, Kinase-Glo luminescence; inhibition, % at 12.5 µM; 0.081% of 290,000 active; AID 1259398;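 also: 0% = vehicle reaction and 100% = reaction without DNA for no activity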
Target sequence (Q8N884 whole entry, looked up): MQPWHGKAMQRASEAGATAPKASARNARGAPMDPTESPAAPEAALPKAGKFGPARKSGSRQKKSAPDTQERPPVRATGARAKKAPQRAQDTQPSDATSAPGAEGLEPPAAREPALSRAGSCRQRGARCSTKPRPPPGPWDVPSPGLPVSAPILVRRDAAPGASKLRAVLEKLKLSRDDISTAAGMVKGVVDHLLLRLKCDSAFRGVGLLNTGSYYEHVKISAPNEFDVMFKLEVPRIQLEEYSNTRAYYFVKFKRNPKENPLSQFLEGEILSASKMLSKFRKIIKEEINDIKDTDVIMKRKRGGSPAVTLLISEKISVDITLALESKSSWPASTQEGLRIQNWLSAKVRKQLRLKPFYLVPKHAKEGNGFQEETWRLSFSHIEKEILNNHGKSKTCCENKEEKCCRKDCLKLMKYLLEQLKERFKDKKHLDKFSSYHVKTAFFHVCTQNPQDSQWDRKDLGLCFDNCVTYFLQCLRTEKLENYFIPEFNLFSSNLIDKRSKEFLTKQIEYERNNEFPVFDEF
mcGAS inh = inhibitors of mouse cGAS. Q8C6L5. recombinant cGAS, Kinase-Glo ATP depletion luminescence. inhibition, % at 12.5 µM. 0.15% of 160,000 active. AID 1259399;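 also: 0% = negative control wells and 100% = reference inhibitor with no enzyme activity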
* marks the source's active call; other numbers are inactive results; · = not tested or not shown; & = joins results of further samples. Rule as the data show it, unless noted: active = inhibition above about 40%; inactive = the rest.

A first look, seven compounds:
Structure	hcGAS lum	NPYLR7 agonist	mcGAS inh
C=CCn1cc(CNC(CC)c2nc(C)no2)c(C)n1 (centres undefined)	-5	5	-8
CCn1cc(-c2n[nH]c(=O)n2-c2c(C)noc2C)c(C)n1	-5	1	·
CCOC(=O)c1ccccc1NC(=O)CSc1n[nH]c(=O)c2cc(-c3ccc(F)cc3)nn12	-6	1	-1
CCCc1cc(N2CCN(CC#N)CC2)n2nc3nc(C)cc(C)c3c2n1	-3	5	-7
CCCn1cc(C(=O)NC2CCCCCC2)c2nn(-c3ccccc3)c(=O)c-2c1	-5	7	-10
Cc1ccc(C2=[N+]([O-])C(C)N(O)C2(C)C)cc1 (centres undefined)	0	-5	·
O=C(NCCN1CCOCC1)c1coc(CN(CCc2c[nH]c3ccccc23)Cc2ccc(C(F)(F)F)cc2)n1	-5	·	-9

The listing, from the start:
Structure	hcGAS lum	NPYLR7 agonist	mcGAS inh
C=CCn1cc(CNC(CC)c2nc(C)no2)c(C)n1 (centres undefined)	-5	5	-8
CCn1cc(-c2n[nH]c(=O)n2-c2c(C)noc2C)c(C)n1	-5	1	·
CCOC(=O)c1ccccc1NC(=O)CSc1n[nH]c(=O)c2cc(-c3ccc(F)cc3)nn12	-6	1	-1
CCCc1cc(N2CCN(CC#N)CC2)n2nc3nc(C)cc(C)c3c2n1	-3	5	-7
CCCn1cc(C(=O)NC2CCCCCC2)c2nn(-c3ccccc3)c(=O)c-2c1	-5	7	-10
Cc1ccc(C2=[N+]([O-])C(C)N(O)C2(C)C)cc1 (centres undefined)	0	-5	·
O=C(NCCN1CCOCC1)c1coc(CN(CCc2c[nH]c3ccccc23)Cc2ccc(C(F)(F)F)cc2)n1	-5	·	-9
O=C(NCCN1CCCC1)c1csc(CSc2nnc(-c3ccncc3)n2-c2cccc(C(F)(F)F)c2)n1	-9	12	-5
Cc1nc(CNC(=O)CC(c2ccccc2)c2ccc3c(c2)OCO3)n[nH]1 (centres undefined)	-5	5	·
Cc1cc(C)n(C2CCN(C3CCC4(CCNCC4)CC3)C2)n1 (centres undefined)	-2	0	·
Cc1ccccc1CNC(=O)COc1ccc(CC(=O)O)cc1	-5	5	·
CCN(CC)C(=O)C(C)Nc1cc(OC)c(OC)c(OC)c1 (centres undefined)	-7	6	-15
Cc1cc(N2CCN(c3ccc(O)cc3)CC2)nc(C)n1	-1	-1	-3
N#C/C(=C\N1CCC(C(N)=O)CC1)C(=O)NCc1ccccc1	-3	6	·
COc1ccc(-c2cc(C(=O)OCC(=O)C(C)(C)C)c3ccccc3n2)cc1	-8	0	-10
COCc1nc(C2CCN(C(=O)N(C)C)C2)no1 (centres undefined)	-8	·	-5

2 records picked at random from the list so far:
Structure	hcGAS lum	NPYLR7 agonist	mcGAS inh
Cc1ccc(C2=[N+]([O-])C(C)N(O)C2(C)C)cc1 (centres undefined)	0	-5	·
Cc1ccccc1CNC(=O)COc1ccc(CC(=O)O)cc1	-5	5	·

The list goes on:
Structure	hcGAS lum	NPYLR7 agonist	mcGAS inh
CCC(C(=O)Nc1nccs1)N1C[C@H]2C[C@H](O)[C@H](O)C[C@H]2C1 (some centres undefined)	-8	22	·
CC=CC(=O)OCC(=O)c1ccc(NC(C)=O)cc1F	-5	-4	·
COc1ccc(N2C(=O)C(N)C(=N)C2(C)C)cc1 (centres undefined)	-6	6	·
C=CC(C)(O)CNCc1nc(-c2ccc(Cl)cc2)no1 (centres undefined)	-2	17	-6
COc1cc(CNc2nccnc2-c2cccc(F)c2)cc(OC)c1OC	-3	-4	-2
CC1CC(C)CN(C(C(N)=O)c2ccc(F)cc2)C1 (centres undefined)	2	-5	·
CCOP(=O)(CN1CCN(CP(=O)(OCC)OCC)CC1)OCC	-7	-7	-8
CCOC(=O)C1(CC2CCCCO2)CCN(C(=O)Nc2ccccc2CC)CC1 (centres undefined)	-3	5	-6
COCCN(CC(=O)Nc1nc(CC(=O)NCc2ccncc2)cs1)C(=O)c1ccco1	-1	-1	-5
CC1NC(=S)N(CCc2nc(C(C)(C)C)cs2)C1=O (centres undefined)	-10	-3	-12
Cc1ccnc(NCCn2cnc(-c3ccccc3)c2-c2ncc[nH]2)c1	-2	-5	-9
COc1cc(C(C)=O)ccc1OCc1cc(C(=O)NCC(F)(F)F)no1	-8	15	·
CCOc1ccc(OCCCOc2ccc(Cl)c(C)c2)cc1	-5	-7	·
COCCNc1ncnc2c1c(-c1ccccc1)cn2-c1ccc(C)c(Cl)c1	-5	-1	-8
CC1CN(c2cc(Oc3ccccc3F)ncn2)CCN1Cc1ccncc1 (centres undefined)	0	-8	-3
COC(C(=O)Nc1ccnn1C1CCN(Cc2cc3ccccc3[nH]2)CC1)c1ccccc1 (centres undefined)	-2	·	-9
Cc1ccc(-c2cc(C(=O)NC(C)C(C)C)n(-c3ccccc3)n2)cc1C (centres undefined)	-12	17	-5
Cc1ccc(-n2nc3c(c2NC(=O)c2ccc(N4C(=O)CCC4=O)cc2)CSC3)cc1	-8	10	·
O=C(C1CCN(C(=O)[C@@H]2CCCN2C(=O)Nc2ccccc2OC(F)F)CC1)N1CCCCC1	-4	31	-6
CCN1CCN(C(c2ccccc2)C2Sc3nc(-c4ccco4)nn3C2=O)CC1 (centres undefined)	-10	-3	-8
CS(=O)(=O)c1ccc(NC(=O)CCc2ccccc2Cl)cn1	-1	1	·
COC(=O)C1CCCCN1CCOc1ccc(F)cc1 (centres undefined)	-6	14	·
CCCCOc1ccc(C(=O)Nc2c(C)nc3cc(C)ccn3c2=O)cc1	-14	2	·
CC(=O)c1ccccc1-c1ccc2c(c1)CC(CNC(=O)Cc1ccccc1C)O2 (centres undefined)	-10	17	-10
COc1cc(OC)c(NS(=O)(=O)c2cccc(Br)c2)cc1Cl	-9	1	·
Cc1ccc(-n2ncc3c(=O)n(NC(=O)c4ccco4)cnc32)cc1C	-9	1	·
CC1(C(=O)Nc2ccccc2)CCN1C(=O)Cc1ccc(-c2ccccc2)cc1 (centres undefined)	-1	2	-5
COc1cncc(C(NC2CCN(C(=O)C3CC3)CC2)C2CC(O)C2)c1 (centres undefined)	-2	·	-5
O=C(NCCc1c[nH]c(=O)[nH]c1=O)c1scc2c1CCCC2	-5	24	·
CCCCN(CC(=O)N1CCc2sccc2C1c1ccc(OC)cc1)S(=O)(=O)c1cccc(C(F)(F)F)c1 (centres undefined)	-2	6	-4
O=C(c1ccccc1)N1CCn2c(nnc2C(=O)N2CCCCC2)C1	-5	8	·
COC(=O)Cn1c(=NC(=O)CN2C(=O)CCC2=O)sc2cc(OC)ccc21	-5	-3	·
COC(=O)c1nn(-c2cccc(Cl)c2)c2nc3ccccc3n12	-5	-2	·
CCOC(=O)C1CCCN(C(=O)c2cc3n(n2)CCN(Cc2cccc(C(F)(F)F)c2)C3=O)C1 (centres undefined)	-8	17	-9
COc1ccc(CCC2CCCN(C(=O)c3cnc(N)nc3C)C2)cc1 (centres undefined)	0	-2	·
Cc1ccc(NC(=O)N2CCN(CCCOC(c3ccc(Cl)cc3)c3ccc(Cl)cc3)CC2)cc1F	-5	-2	-9
COc1cccc(C2C(C(=O)c3cccs3)=C(O)C(=O)N2CCCN(C)C)c1OC (centres undefined)	-6	5	·
CCOC(=O)Cc1c(C)nc2ncnn2c1N1CCN(C(=O)C(C)Oc2ccccc2)CC1 (centres undefined)	-1	27	-6
Cc1cc(C)c(NC(=O)CSCc2ccc(F)cc2)c(C)c1	3	-10	-4
Cn1c(Cl)cnc1CN(C1CC1)C1CCCc2ccccc21 (centres undefined)	-5	-2	·
Cc1n[nH]c(C)c1CC(=O)N[C@H]1C[C@H]2CN(C)CCN2C1	-2	1	·
CC(C)CN(Cc1cccn1Cc1ccccc1Cl)C(=O)CN(C(=O)N(C)C)C(C)C	-8	0	-7
NC(=NCCOCC1CCOC1)Nc1ccccc1 (centres undefined)	-11	2	·
COc1ccc(C(=O)c2c(N)c(C(=O)Nc3cc(C)ccc3C)c3ccccn23)cc1	-7	0	-9
COC(=O)CC(=O)N1CCc2c([nH]c3ccc(OC)cc23)C1c1ccc(OCc2ccccc2)cc1 (centres undefined)	-6	2	-7
COCCCN(CC(=O)N(CCc1ccc(OC)c(OC)c1)Cc1sccc1C)S(=O)(=O)c1cccc(C(F)(F)F)c1	-12	-2	-5
Cc1cccc(NC(=O)Nc2ccc(N3CCCC3)c(C(=O)NC(C)c3ccccc3)c2)c1 (centres undefined)	-6	1	-9
CC(c1nccs1)N(C)C(=O)c1ccc(-n2cnnc2)cc1 (centres undefined)	-11&2	14&4	-9
O=C(NC1(c2cccc(F)c2)CCOCC1)C1CC1c1ccccc1 (centres undefined)	-9	-21	·
CSc1ccc(NC(=O)N2CCc3nc(Cc4ccccc4F)[nH]c(=O)c3C2)cc1	-5	24	-5
COc1ccc(C)cc1C(C)Nc1ccccc1C#N (centres undefined)	-5	1	·
O=C(CCc1c[nH]c2ccccc12)N1CCOC(COCc2ccccc2F)C1 (centres undefined)	0	29	-5
OCC1(O)CCCN(Cc2noc(C3CCCC3)n2)C1 (centres undefined)	3	-3	·
CCCCSc1nc2c(c(=O)[nH]1)C(c1cccs1)C(C(=O)OC(C)C)C(C)=N2 (centres undefined)	5	17	·
O=C(NCCn1nc(-c2ccco2)ccc1=O)c1ccc2c(c1)ncn2-c1ccccc1	-2	0	·
Cc1ccc(F)c(S(=O)(=O)NCC(C)N2CCCCC2C)c1 (centres undefined)	-4	-3	·

Other entries follow:
Structure	hcGAS lum	NPYLR7 agonist	mcGAS inh
O=c1c2c3nc4ccccc4nc3n(C3CCCC3)c2ncn1CC1CCCO1 (centres undefined)	-10	0	·
Cc1noc(CNC(=O)C2CC(=O)N(CC(F)(F)F)C2)n1 (centres undefined)	-11	2	·
CCCc1ccc(C2(C)NC(=O)N(C(C)C(=O)N3CCCC3)C2=O)cc1 (centres undefined)	-9	5	·
CCN(C1CCN(C(C)c2cccc(C)c2)CC1)S(C)(=O)=O (centres undefined)	-5	3	·
Cc1cc(Cl)cc2c3c([nH]c12)CCC(NC(=O)c1cccc(C#N)c1)C3 (centres undefined)	-7	11	-8
CCCN(C)c1cc(-c2ccccc2)nc(SCc2ccc(C(=O)N(C)Cc3ccccc3)cc2)n1	-8	9	18
COCCNC(=O)C(NC(=O)c1ccccc1)C1CCN(C(=O)Cc2ccccc2)CC1 (centres undefined)	-8	5	-7
COc1ccc(S(=O)(=O)N2CCSC2c2cc(Br)ccc2OC)cc1 (centres undefined)	-4	5	·
Cc1nn(C(=O)C2CC2c2ccc(C(C)(C)C)cc2)c(C)c1Cl (centres undefined)	-8	7	·
CCCNc1nc2ccccn2c(=O)c1C=C1SC(=S)N(Cc2ccco2)C1=O	0	-3	-4
COC(=O)c1ccc(CNC(=O)CC2C(=O)NCCN2CCC(C)C)cc1 (centres undefined)	-8	·	-11
O=C(c1cnccn1)N(CC1CCCO1)C1(C(=O)NC2CCCC2)CCCCC1 (centres undefined)	1	2	·
CC1Cc2ccccc2N1Cc1ccoc1C(=O)Nc1ncn[nH]1 (centres undefined)	1	-5	·
Cc1ccc(C)c(S(=O)(=O)N(C)C2CCS(=O)(=O)C2)c1 (centres undefined)	-6	-1	·
CN(CC(O)CN1CCOCC1)C1C=CCCC1 (centres undefined)	-10	1	·
CCC(c1nc2ccccc2c(=O)n1-c1ccc(Br)cc1)N(CCc1ccccc1)C(=O)c1ccccc1Cl (centres undefined)	4	-4	1
COc1cn(CC(=O)Nc2ccccc2C)c(CSc2ccccc2)cc1=O	-6	-5	-6
CC(OC(=O)c1ccc(OCc2ccccc2)cc1)c1nnc(-c2ccccc2)o1 (centres undefined)	-4	0	·
Cc1cc(NC(=O)C(C)(C)N(C)C)ccc1Br	-4	6	-4
Cc1cccc(C(=O)N2CCSC23CCN(C(=O)c2ccc(C)c([N+](=O)[O-])c2)CC3)c1	-12	-2	-5
O=C(c1ccc(Cl)cc1)C1CCNCC1	-6	6	-8
C=CCN(Cc1ccc(OC)cc1)C(=O)c1ccc2c(c1)NC(=O)CO2	-17	-4	·
O=c1[nH]c(=O)n(-c2nc3ccccc3o2)cc1Cl	-8	-7	·
OC(COc1ccccc1)CSc1nc2ccccc2o1 (centres undefined)	-2	17	-5
CC(C)(C(=O)N1CCCN(CC(N)=O)CC1)c1ccc(Cl)cc1	-12	10	·
C#CCSc1nc(=O)n2cccc(C)c2n1	-4	15	-4

Screening data as filed in PubChem.

Rows are unselected. About 0.29% of those tested had a hit in this group.
